Screening data (PubChem BioAssay)
inhibitors of VEEV = inhibitors of VEEV TC-83 cytopathic effect, confirmation, Vero cells (AID 588727) | Vero cells, VEEV TC-83 cytopathic effect inhibition; higher % means a stronger effect | inhibition, % at 20 µM, or IC50 in µM where a hit was titrated | 350,000 tested, 0.13% active; in the data active means a potency from the dose series; inconclusive means inhibition mostly from about 14% at the one dose, without a potency; inactive means the rest, 99 in 100 with inhibition below about 12%; further: strong numbers were not always called active
tuberculosis growth = growth inhibition of non-replicating M. tuberculosis (AID 488890); Mycobacterium tuberculosis non-replicating, growth inhibition; higher % means a stronger effect; 320,000 tested, 0.39% active; inhibition, % at 25 µM, or IC50 in µM where a hit was titrated; in the data active means a potency from the dose series; inconclusive means inhibition mostly from about 82% at the one dose, without a potency; inactive means the rest, 99 in 100 with inhibition below about 76%;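 further: plate controls were DMSO cells for no effect and high antibiotic wells for full effect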
Salmonella PhoP GFP = Inhibition of PhoP regulon, Salmonella typhi GFP reporter cells, confirmation, 4 h (AID 1850); Salmonella Typhi PhoP-promoter GFP reporter, fluorescence, 4 h; higher % means a stronger effect; inhibition, % at 50 µM, or IC50 in µM where a hit was titrated; 310,000 tested, 0.33% active; in the data active means a potency from the dose series; inconclusive means inhibition mostly from about 25% at the one dose, without a potency; inactive means the rest, 99 in 100 with inhibition below about 19%;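 further: 0% = induced wells with vehicle and 100% = uninduced wells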
H37Rv inhibition = M. tuberculosis growth inhibition, HTS (AID 449762); M. tuberculosis H37Rv growth inhibition, 7H9 media; higher % means a stronger effect; one-dose inhibition, % at 25 µM; IC50 in µM for titrated hits; 330,000 tested, 0.59% active; in the data active means a potency from the dose series; inconclusive means inhibition above about 70% without an active follow-up result;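 further: bacterial growth assessed after seven days of incubation; strong numbers were not always called active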
H1N1 NS1A inhibition = H1N1 influenza NS1A inhibitors, functional cell based assay (AID 504329). one-dose inhibition, % at 12.5 µM; IC50 in µM for titrated hits. 340,000 tested, 0.3% active. NS1A functional cell-based assay, percent inhibition; higher % means a stronger effect; in the data active means a potency from the dose series; inconclusive means inhibition above about 27% without an active follow-up result; further: strong numbers were not always called active
inhibitors of VEEV 10K pilot screen = further read-out of inhibitors of VEEV, marked with its call; inhibition, %; measured here: 10K pilot screen inhibition
Active calls of the source: *; i = inactive; ? = inconclusive; nt = not tested or not shown.

SMILES | inhibitors of VEEV | tuberculosis growth | Salmonella PhoP GFP | H37Rv inhibition | H1N1 NS1A inhibition | others
CC(C)(C)NS(=O)(=O)c1ccc(NC(=O)C(Sc2ccccc2)c2ccccc2)cc1 (stereo unspecified) | 3.2% | 19% | -4% | 3% | 4%
C[N+](C)(C)C/C=C1/COCO1 | 0.8% | 14% | 3% | -7% | -4%
CC(=O)OC1CSC2c3ccccc3C(=O)N2Cc2sccc21 (stereo unspecified) | 0.8% | -13% | 2% | 3% | -2%
CN(C)CCCNS(=O)(=O)c1ccc(N2CCN(Cc3ccc4c(c3)OCO4)CC2)c([N+](=O)[O-])c1 | i | -5% | 2% | -7% | 9%
O=S(=O)(c1ccc(F)cc1)N1CCN(CC2CC3C=CC2C3)CC1 (stereo unspecified) | 1.1% | -10% | 2% | -1% | 4%
COc1ccc(CCNS(=O)(=O)c2ccc3c(c2)n(C)c(=O)c(=O)n3C)cc1OC | 0.7% | nt | nt | nt | 0%
O=C(COC(=O)c1ccc(NS(=O)(=O)c2ccc3c(c2)OCCO3)cc1)NC1CC1 | 1.6% | 6% | -3% | 4% | 24%
Oc1ccc(O)c(-c2cnns2)c1 | 1.4% | 67% | -10% | 3% | -6%
O=C(OCC(=O)c1ccc(Cl)s1)c1ccccn1 | 0.3% | 41% | 3% | 3% | 9%
O=C(NC(=S)N(CCO)Cc1ccccc1)c1ccc(S(=O)(=O)N2CCCC2)cc1 | 1.8% | 72% | 2% | -10% | -5%
COCCCNC(=O)CN1C(=O)/C(=C/c2ccccc2C)Sc2ccccc21 | 1.0% | 4% | -7% | -3% | -11%
O=C(Nc1ccc2c(c1)OCO2)C1(S(=O)(=O)c2ccc(Cl)cc2)CC1 | 2.7% | 13% | 1% | -4% | -1%
O=C(c1ccc(Cn2c(=O)[nH]c3ccccc3c2=O)cc1)N1CCN(c2ccccc2)CC1 | 5.7% | 11% | -3% | 46% | -9%
COc1c(C)cccc1C(=O)NC(=S)Nc1ccc2c(c1)Cc1ccccc1-2 | 4.2% | nt | nt | nt | 0%
CCCCN1CCS(=O)(=O)N(Cc2ccccc2Br)CC(C(=O)OC)C1 (stereo unspecified) | i | nt | nt | nt | -5%
CCN(CC)C(=O)Oc1ccc2ccccc2c1Br | >25µM* | 3% | -1% | 41% | -4%
O=C1CC(c2ccccc2)C(c2ccccc2)=NN1 (stereo unspecified) | i | nt | nt | nt | 11%
COc1ccccc1NC(=O)NC(N)=O | i | 0% | 4% | -10% | -5%
CN(C1CCCCC1)S(=O)(=O)c1ccc2c(c1)c(=O)c(C(=O)N1CCc3ccccc3C1)cn2C | i | -6% | 16% | 1% | 5%
Cc1scc(C(=O)O)c1-c1c(C(=O)O)csc1C | 1.3% | 56% | -8% | -6% | -7%
CCCOc1ccc(-c2nc(-c3ccc(N)cc3)cs2)cc1 | nt | 52% | 0% | 7% | nt
CSCC(=O)N1CCCC(N2CCN(c3cccc(C(F)(F)F)c3)CC2)C1 (stereo unspecified) | i | 74% | -5% | 9% | 1%
CCOC(=O)c1c(NC(=O)COC(=O)c2ccccn2)sc2c1CCC2 | 1.1% | 7.9µM* | 6% | -1% | 1%
C=CCn1c(=O)c2ccccc2n2c(SCC(=O)Nc3sc(C)c(CC)c3C(=O)OCC)nnc12 | 4.2% | -17% | 6% | -7% | 13%
N#Cc1c(N)oc(-c2ccc3c(c2)OCO3)c1-c1ccc2c(c1)OCO2 | 2.5% | 6% | -1% | 2% | 2%
Cn1c(SCc2ccccc2)nnc1-c1cnccn1 | 2.3% | 50% | -2% | -4% | 3%
COc1cccc(NC(=O)NCCC2=CCCCC2)c1 | 0.7% | 32% | -12% | -7% | 1%
CCCCNC(=O)c1onc(CSc2ccccc2C)c1C(=O)O | 0.1% | 36% | -8% | 18% | -30%
CCCn1c(C(O)c2ccc(C)cc2)nc2ccccc21 (stereo unspecified) | 2.0% | 44% | -1% | 7% | 22%
C/C(=N\NC(=O)c1ccoc1C)c1ccc(Cl)s1 | 3.5% | ? | -7% | -1% | -5%

Copied from the listing, three compounds:
SMILES | inhibitors of VEEV | tuberculosis growth | Salmonella PhoP GFP | H37Rv inhibition | H1N1 NS1A inhibition | others
CCN(CC)C(=O)Oc1ccc2ccccc2c1Br | >25µM* | 3% | -1% | 41% | -4%
O=C1CC(c2ccccc2)C(c2ccccc2)=NN1 (stereo unspecified) | i | nt | nt | nt | 11%
COc1ccccc1NC(=O)NC(N)=O | i | 0% | 4% | -10% | -5%

Carrying on.
SMILES | inhibitors of VEEV | tuberculosis growth | Salmonella PhoP GFP | H37Rv inhibition | H1N1 NS1A inhibition | others
O=C(CCNC(=O)c1ccco1)Nc1ccccc1OC(F)F | 0.7% | 4% | 9% | 0% | -9%
CCOc1ccc(S(=O)(=O)N2CCC(C(=O)NCc3cccnc3)CC2)cc1Cl | i | 3% | 8% | 0% | 7%
Cc1ccc(NS(=O)(=O)c2cc(NC(=O)c3ccc4c(c3)NC(=O)CS4)ccc2C)c(C)c1 | 6.0% | 51% | 0% | ? | -12%
COc1ccccc1N1CCN(C(=O)C(=O)c2c(C)[nH]c3ccccc23)CC1 | 1.2% | 14% | 0% | -3% | -2%
CCOC(=O)CSc1nnc(C)c(C)n1 | 0.2% | -9% | 2% | 5% | 5%
COc1ccccc1NC(=O)c1c(C)oc2c1CCCC2 | 0.8% | 21% | 13% | ? | -13%
O=C(CCn1cnc2ccccc21)N=Nc1c(O)[nH]c2ccccc12 | 6.0% | -8% | 5% | -5% | -35%
COc1ccc(C(=O)Nc2ccccc2C(=O)NCCCn2ccnc2)cc1 | 0.5% | nt | nt | nt | -8%
Cc1ccc(S(=O)(=O)NC(=O)c2ccc(Br)o2)cc1 | 0.0% | 6% | 2% | -5% | -3%
COc1ccc2nc(C)cc(SCC(=O)N/N=C/c3cccc4ccccc34)c2c1 | 3.5% | -10% | -7% | 2% | 4%
CCOC(=O)C1C(=O)NC(C(=O)OCC)(C(=O)OCC)C1CC (stereo unspecified) | 0.7% | nt | nt | nt | -11%
Oc1ccc(Cl)cc1CNc1ccc(Br)cn1 | i | 22% | 2% | -9% | 1% | inhibitors of VEEV 10K pilot screen=2.5
CCc1sc(/C=C(/C#N)C(N)=S)cc1[N+](=O)[O-] | 1.1% | nt | nt | nt | 9%
O=C(COc1ccc(Cl)cc1)Nc1ccccc1C(=O)NCc1cccnc1 | 8.9% | 10% | -1% | -13% | -7%
COC(=O)c1ccc(Oc2cc(C)nc(Cl)n2)cc1 | i | 14% | -2% | 5% | 2%
Nc1c(C(=O)CSc2nnc(Nc3ccc(F)cc3)s2)c(=O)[nH]c(=O)n1C1CC1 | 3.8% | -7% | nt | -6% | -13%
COCc1[nH]c(=S)c(C#N)cc1C(=O)OC | 1.6% | -14% | -10% | 0% | 0%
CCCCn1c(=O)[nH]c(=O)c2c1ncn2Cc1ccco1 | 2.0% | -2% | -5% | -3% | -1%
O=C(NNC(=S)Nc1ccc(Br)cc1)c1ccc(N2CCOCC2)c([N+](=O)[O-])c1 | 3.5% | 73% | -2% | -1% | 5%
COc1ccc2c(=O)c3c(=O)n(Cc4ccco4)c(-c4cc(OC)c(OC)c(OC)c4)nc3oc2c1 | 3.6% | ? | 3% | -9% | -3%
O=C(Nc1cc(C(=O)Nc2ccccc2C(=O)O)cc(C(=O)Nc2ccccc2C(=O)O)c1)c1ccccc1 | 4.5% | -7% | -4% | -4% | -2%
CCCN(Cc1ccccc1)C(=S)Nc1ccc(OC(F)F)cc1 | 1.2% | 1% | 2% | -1% | 2%
Cn1c(CN2CCCCC2)nc2cc(NS(=O)(=O)c3ccc(F)cc3)ccc21 | 0.2% | 15% | 9% | 8% | 4%
Nn1c(SCc2cccc(Oc3ccccc3)c2)nnc1C(F)(F)F | 0.3% | 2% | -3% | 9% | -9%
O=c1nc2cccc3c2=c(/c1=C(\O)c1ccccc1)c1ccccc1c3=O | i | -12% | 1% | 35% | 5% | inhibitors of VEEV 10K pilot screen=0.2
C/C(=N\NC(=O)c1c(C)nc2ccccn12)c1ccccc1F | 5.2% | 8% | -6% | -3% | 6%
CCOC(=O)Cn1ncn(-c2ccc(OC(F)(F)F)cc2)c1=O | i | 63% | -1% | 8% | -4%
CCCCn1c(N)c(N(CC(C)C)C(=O)c2oc3ccc(OC)cc3c2C)c(=O)[nH]c1=O | 10% | 12% | 3% | -1% | -6%
CCOc1ccc(NCc2nnc(SCc3ccccc3Cl)n2-c2ccccc2)cc1 | 0.5% | 50% | -6% | ? | 9%
COc1ccc(/C=C/C=C2C(=O)NC(=S)NC2=O)cc1 | 6.4% | nt | nt | nt | -15%
NS(=O)(=O)c1ccc(NC(=O)CN2CCN(S(=O)(=O)/C=C/c3ccccc3)CC2)cc1 | 0.7% | -1% | 8% | -9% | 11%
Cc1ccc(S(=O)(=O)N(C)c2ccc(C(=O)Nc3cccnc3)cc2)cc1 | 8.7% | 38% | -4% | -3% | -5%
C=CCn1c(SC(C)C(=O)NC2(C#N)CCCCC2)nnc1-c1ccc(OC)cc1 (stereo unspecified) | 0.6% | 13% | -6% | -5% | 1%
CCc1nc(N)c(C#N)c(-c2ccc(O)c(OC)c2)c1C | 6.0% | 8% | -6% | -1% | -6%
COCCNC(=O)c1ccc2c(=O)n(Cc3ccco3)c(SCC(=O)NC3CCCCC3)nc2c1 | 0.6% | 9% | -11% | -8% | 3%
CCCN1CCN(C(=O)C2CCN(S(=O)(=O)c3c(C)noc3/C=C/c3ccc(C)cc3)CC2)CC1 | i | 63% | 2% | 41% | 13%
CC(NC(=O)c1ccc(Br)o1)C1CCCO1 (stereo unspecified) | 1.1% | 60% | -9% | -2% | 12%
CSc1ccc(S(=O)(=O)NCC(=O)OCC(=O)N2CC(C)CC(C)C2)cc1[N+](=O)[O-] (stereo unspecified) | 0.9% | 8% | -2% | 0% | 6%
COCCCNC(=S)NNC(=O)c1cc(Cl)c(O)c(Cl)c1 | 6.2% | -8% | 4% | -10% | -18%
Cc1c(NC(=O)CSc2ccc3ccccc3n2)c(=O)n(-c2ccccc2)n1C | 0.8% | 5% | nt | -1% | -10%
CC1(C)CC(=O)N(CC(=O)NCc2ccc(F)cc2)c2ccccc2S1(=O)=O | 1.4% | -3% | -8% | -3% | -7%
COc1ccc(SCC(=O)Nc2ccc(N3CCN(C)CC3)c(F)c2)cc1 | 2.4% | 1% | 8% | 1% | 9%
COc1ccc(C(=O)O)cc1S(=O)(=O)NC(C)C12CC3CC(CC(C3)C1)C2 (stereo unspecified) | 3.6% | -26% | nt | -2% | -6%
COc1ccc(C(=O)NC(=O)COC(=O)C2COc3ccccc3O2)cc1 (stereo unspecified) | 0.7% | 12% | 6% | 3% | 8% | inhibitors of VEEV 10K pilot screen=0.7
CC(C)Nc1ccc(C(CC(N)=O)NC(=O)c2ccc(Br)cc2)cc1[N+](=O)[O-] (stereo unspecified) | i | -7% | 0% | -4% | 8%

Arranged by formula weight (largest number first): part of the list above.
SMILES | inhibitors of VEEV | tuberculosis growth | Salmonella PhoP GFP | H37Rv inhibition | H1N1 NS1A inhibition | others
C=CCn1c(SC(C)C(=O)NC2(C#N)CCCCC2)nnc1-c1ccc(OC)cc1 (stereo unspecified) | 0.6% | 13% | -6% | -5% | 1%
Cc1ccc(S(=O)(=O)N(C)c2ccc(C(=O)Nc3cccnc3)cc2)cc1 | 8.7% | 38% | -4% | -3% | -5%
CC(NC(=O)c1ccc(Br)o1)C1CCCO1 (stereo unspecified) | 1.1% | 60% | -9% | -2% | 12%

Continuation:
SMILES | inhibitors of VEEV | tuberculosis growth | Salmonella PhoP GFP | H37Rv inhibition | H1N1 NS1A inhibition | others
Cc1ccc(C)c(N2CCN(C(=O)CCc3nc(-c4cccc(Cl)c4)no3)CC2)c1 | i | nt | nt | nt | -16%
O=S1(=O)CCN(Cc2ccccn2)CC1 | 0.4% | -44% | -6% | -1% | -4%
CCOc1ccc(S(=O)(=O)N2CCOCC2)cc1NC(=O)C1=COCCO1 | 10% | 2% | -13% | -1% | -3%
CC1CC(C)CN(CCCNS(=O)(=O)c2ccc3c(c2)oc(=O)n3C)C1 (stereo unspecified) | 2.0% | -5% | -9% | -3% | -7%
Oc1ccc(C2=NNC(c3ccc(O)cc3)=NN2)cc1 | 2.1% | -1% | -15% | 4% | 1%
CCn1c(COc2ccc(C(C)C)cc2)nnc1SCC(=O)Nc1nccs1 | i | -10% | -5% | 1% | 8%
CCOc1ccc(S(=O)(=O)Nc2ccc(C(=O)N(C)CC(=O)Nc3ccc(OC)cc3)cc2)cc1 | 3.4% | 16% | 5% | 2% | -6%
Cc1ccc(OCC(=O)O/N=C(\N)c2cccc([N+](=O)[O-])c2)cc1C | i | 50% | -3% | 42% | -5%
O=C(Nc1cc(C(F)(F)F)ccc1-n1cncn1)c1ccc([N+](=O)[O-])o1 | ? | i | -3% | 9.6µM* | 2%
